ALOX12 inhib: qHTS Assay for Inhibitors of 12-hLO (12-human lipoxygenase); Polyunsaturated fatty acid lipoxygenase ALOX12 (Homo sapiens), P18054; purified 12-hLO, xylenol orange hydroperoxide absorbance; Potency, µM (doses to about 57.1 µM), inactives show at the highest dose activity change, negative = inhibition, usual class: inhibitors; 150,000 tested, 0.12% active; note: potency is the fitted concentration of half-maximal effect; nearly all actives have a fitted effect of over 55% in size; many of its hits are not listed in these tables
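Xylenol orange chromogenic assay: hydroperoxide from 12hLO oxidises Fe(II), giving red-shifted Fe(III)-XO absorbance. Conditions: 150 nM enzyme, 40 uM arachidonic acid, 25 mM Hepes pH 7.0, 0.01% Triton X-100, 30 min, room temperature.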
PNC inhibitor: High Content Assay for Compounds that inhibit the Assembly of the Perinucleolar Compartment; 140,000 tested, 3.1% active; PC3M PTB-GFP, PNC prevalence imaging, 16 h; hits give low values; AID 2417, 2010; activity change (PNC), negative = inhibition, % at 10 µM;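 active = readout at or below -70, meaning at least 70% loss of cells showing the perinucleolar compartment, a nuclear body marking cancer cells; inconclusive = readout between -30 and a set limit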;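 note: plate controls were DMSO wells for no effect and camptothecin positive control wells for full effect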
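Compounds are pinned in duplicate onto adhered PC3M cells stably expressing GFP-tagged PTB and incubated 16 h at 37 C. Cells are then fixed, nuclei stained with Hoechst, and PNC-positive cells counted.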
IMPase inh: qHTS Assay for Identifying the Cell-Membrane Permeable IMPase Inhibitors; Inositol monophosphatase 1 (Rattus norvegicus), P97697; CHO-M1 cells, IP1 accumulation, HTRF TR-FRET ratio; inhibition (IP1 accumulation), % at 46.1 µM; 120,000 tested, under 10 active; AID 901, 2007; active = well fitted curve in the direction sought with a large enough effect in the signal ratio, not every such curve was filed as active; inconclusive = small, poorly fitted or top-dose-only effect, or a change in a side signal; inactive = no such curve, though single readings can be large or run the other way; the % refers to the signal ratio;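 note: cells stimulated with carbachol in lithium chloride buffer; plate controls were DMSO basal wells for no effect and reference inhibitor wells for full effect; higher means more IMPase inhibition seen as more IP1 and lower FRET ratio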
Target sequence (P97697 whole entry, looked up): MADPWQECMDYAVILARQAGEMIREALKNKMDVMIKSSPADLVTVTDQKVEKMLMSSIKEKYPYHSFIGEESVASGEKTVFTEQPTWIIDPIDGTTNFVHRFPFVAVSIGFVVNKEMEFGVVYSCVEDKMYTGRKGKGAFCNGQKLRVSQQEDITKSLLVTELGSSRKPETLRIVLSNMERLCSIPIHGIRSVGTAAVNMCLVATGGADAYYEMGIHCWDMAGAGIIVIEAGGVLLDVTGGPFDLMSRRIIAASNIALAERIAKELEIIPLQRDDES
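The IP-One HTRF competitive assay in carbachol-stimulated CHO-M1 cells quantifies cellular IP1. Compounds spanned up to 46 uM final, and activity is expressed as AC50 from concentration-response fits of the ratio and donor data.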
ALOX15B inhib: qHTS Assay for Inhibitors of 15-hLO-2 (15-human lipoxygenase 2) | Polyunsaturated fatty acid lipoxygenase ALOX15B (Homo sapiens), O15296 | purified 15hLO-2, xylenol orange hydroperoxide absorbance | Potency, µM (top dose mostly 57.1 µM), for inactives: top-dose activity change, negative = inhibition, most hits filed as inhibitors | 110,000 tested, 0.56% active; note: potency is the fitted concentration of half-maximal effect; nearly all actives have a fitted effect of over 60% in size; many of its hits are not listed in these tables
Target sequence (O15296 whole entry, looked up): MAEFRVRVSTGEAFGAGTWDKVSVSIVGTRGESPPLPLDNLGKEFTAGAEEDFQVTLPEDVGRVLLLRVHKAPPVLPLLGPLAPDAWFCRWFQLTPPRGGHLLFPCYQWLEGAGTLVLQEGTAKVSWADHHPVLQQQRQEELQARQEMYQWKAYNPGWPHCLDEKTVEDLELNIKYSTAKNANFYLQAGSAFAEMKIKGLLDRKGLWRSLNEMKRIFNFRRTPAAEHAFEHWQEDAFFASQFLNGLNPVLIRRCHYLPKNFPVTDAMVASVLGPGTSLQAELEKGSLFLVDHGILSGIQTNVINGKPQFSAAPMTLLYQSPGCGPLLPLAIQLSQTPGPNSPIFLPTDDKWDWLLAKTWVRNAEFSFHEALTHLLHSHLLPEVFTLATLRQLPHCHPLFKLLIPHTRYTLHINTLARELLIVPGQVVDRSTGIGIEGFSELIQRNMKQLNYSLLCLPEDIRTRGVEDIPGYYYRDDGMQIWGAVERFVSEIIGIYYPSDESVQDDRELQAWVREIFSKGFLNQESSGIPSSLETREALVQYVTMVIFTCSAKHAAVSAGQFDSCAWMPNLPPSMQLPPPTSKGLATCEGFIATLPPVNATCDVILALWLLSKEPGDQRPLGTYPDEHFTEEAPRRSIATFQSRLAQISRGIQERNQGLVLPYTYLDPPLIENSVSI
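Read-out: hydroperoxide product oxidises ferrous iron, measured as xylenol orange complex via the 573-to-405 nm absorbance ratio after 30 min. Reaction: 50 nM enzyme, 15 min compound preincubation, 45 uM arachidonic acid, 90 min RT, Hepes pH 7.5 with Triton X-100.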
An asterisk follows results filed as active; ? = inconclusive; . = no result given; & = joins results of further samples; [ ] = another dose, or the depositor's remark. Unless noted, calls come from the whole dose curve; as a rule, active = well fitted curve in the direction sought with a large enough effect; inconclusive = small, poorly fitted or top-dose-only effect, or another doubt; inactive = no such curve, though single readings can be large; an effect the other way counts as inactive or inconclusive. Unless noted, % is set by controls: 0 for no effect and ±100 for the full control effect.

ALOX12 inhib	PNC inhibitor	IMPase inh	ALOX15B inhib	structure
-5.1%	-24.9	-2.8	.	CNC(=S)N/N=C/c1ccccc1Cl
-4.7%	-4.7	-18.5	1.8%	O=C(OCCN1C(=O)c2ccccc2C1=O)c1cccc(OC(F)F)c1
-0.9%	?	.	.	O=C(COc1ccccc1)NCC(=O)N/N=C/c1cc(Br)ccc1OCc1ccccc1
1.7%	-8.2	-5.8	8.1%	COc1ccc(C(=O)CSc2ncn[nH]2)cc1OC
3.3%	3.0	-2.0	2.7%	COc1ccc(C2N(c3cc(Cl)ccc3OC)C(=O)C3CCCN32)c(OC)c1 (stereo unspecified)
-1.7%	?	1.8	4.7%	CC(C)Cc1nc(SCC(=O)NCc2ccccc2)n[nH]1
-2.4%	?	.	.	O=C(O)c1ccc(NC2=C(N3CCOCC3)C(=O)c3ccccc3C2=O)cc1
-6.1%	6.6	.	.	COc1ccc(/C=N/NC(=S)Nc2ccccc2)cc1COc1ccc(F)cc1
0.4%	37.2	-3.3	-11.9%	Cc1cccc(C(CC(=O)N2CCCC2)c2ccccc2)c1O (stereo unspecified)
4.4%	47.3	-4.4	-13.7%	Cc1cccnc1NC(=S)NC(=O)c1cncc(Br)c1
5.8%	-11.5	0.3[9.22 µM]	-6.6%	COCCn1nnnc1CN1CCOCC1
1.5%	?	6.8	43.5%[activator]	Cc1ccc(Nc2ccc(-n3ccnc3)nn2)cc1C
-10.1%	30.4	-4.2	-3.5%	CC(C)OC(=O)CC(=O)CSc1nc2c(cc1C#N)CCCCCC2
-3.0%	7.5	-12.3	5.8%	OCCNCC(O)Cn1ccc2ccccc21 (stereo unspecified)
3.3%	36.6	8.2	3.9%	CN(C)c1ccc(CN2CCCC(O)C2)cc1 (stereo unspecified)
-12.7%	13.9	7.0	-15.2%	CCOC(=O)N1CC=C2C(C#N)=C(N)C(C#N)(C#N)[C@H](c3cccs3)[C@H]2C1
-1.8%	20.4	-8.7	7.2%	Cc1ccc(C(=O)Nc2cnc3ccccc3c2)cc1
0.8%	-22.0	-0.6	-1.1%	O=C(NCc1cccnc1)c1ccc(S(=O)(=O)N2CCCCC2)cc1
-3.9%	59.2	-0.9	.	CCOCCCNC(=O)C(c1ccc(OC)cc1)N(Cc1ccc2c(c1)OCO2)C(=O)CNC(C)=O (stereo unspecified)
-3.7%	2.8	.	.	NCCNc1ccc([N+](=O)[O-])c(NC2CC2)c1
1.5%	-22.2	2.2	-21.1%	CC(=O)Nc1ccc(S(=O)(=O)NCc2ccc(C(=O)NCc3ccc(Cl)cc3)cc2)cc1
2.9%	-3.0	4.9	-2.2%	COc1cccc(N2CCN(c3c(C#N)c(C(F)(F)F)nn3C)CC2)c1
1.0%	-8.9	9.9	4.7%	O=C(CCC(=O)N1CCCC1)Nc1nnc(C(F)(F)F)s1
-1.4%	33.7	?	-0.2%	O=c1c2ccccc2nnn1Cc1ccccn1
-4.2%	85.3	2.8	15.9%	CCOC(=O)C1CCCN(C(=O)c2cc(Nc3ccc(OC)c(OC)c3)nc3ccccc23)C1 (stereo unspecified)
-0.9%	?	-8.5	2.6%	Cc1ccc2oc(=O)c3cnn(CC(=O)N4CCCCC4C)c3c2c1 (stereo unspecified)
-0.8%	-9.9	3.9	5.0%	Cc1cc(=O)n2nc(N3CCCC(C(=O)NCCc4ccccc4)C3)sc2n1 (stereo unspecified)
4.3%	31.3	-2.1	-19.1%	CSc1nc(-c2ccco2)nn1C(=O)c1cccs1
-2.4%	-17.8	.	.	CCCc1nc2ccc(NC(=O)c3cccs3)cc2c(=O)n1Cc1ccccc1Cl
0.1%	.	.	2.7%	CC(=O)Nc1ccccc1C

The list goes on; it opens with the two that closed the last part.
ALOX12 inhib	PNC inhibitor	IMPase inh	ALOX15B inhib	structure
-2.4%	-17.8	.	.	CCCc1nc2ccc(NC(=O)c3cccs3)cc2c(=O)n1Cc1ccccc1Cl
0.1%	.	.	2.7%	CC(=O)Nc1ccccc1C
-11.3%	33.6	-0.8	-4.2%	Cc1ccc(C2C3=C(CC(C)(C)CC3=O)Nc3onc(C)c32)cc1 (stereo unspecified)
-6.9%	7.3	8.1	6.0%	CC(=O)N1CCN(CCN=CC2=C(O)CC(c3ccc(Cl)cc3)CC2=O)CC1 (stereo unspecified)
-8.8%	?	5.0	30.2%[activator]	CCc1ccc(Nc2cc(C(=O)NCCCN3CCOCC3)c3ccccc3n2)cc1
?	.	-3.1	12.6µM*	O=C(/C=C\c1ccc(O)c(O)c1)OCCc1ccccc1
-1.5%	-23.4	-5.4	-14.2%	COc1nnc(-c2ccc(N3CCOCC3)c(NC(=O)c3ccco3)c2)c2ccccc12
4.1%	37.7	.	.	COc1cc(C=NCC2OCCc3ccccc32)cc(OC)c1 (stereo unspecified)
-2.2%	17.1	-8.0	-0.4%	Cc1cc(Cl)ccc1OCC(=O)N/N=C1\CCCc2ccccc21
?	18.4	1.4	-8.9%	CCOC(=O)CC(=O)CSc1nc2c(cc1C#N)CCCCC2
?	-29.2	7.4	.	O=C1S/C(=C\C=C\c2ccco2)C(=O)N1c1ccc(O)cc1
-23.3%	?	-7.8	-12.9%	CCc1ccc(CC)c(S(=O)(=O)Nc2ccc(O)c(C(=O)O)c2)c1
3.0%	27.9	-6.3	-0.2%	O=C(NC(Cc1ccc(F)cc1)C(=O)O)c1ccccc1 (stereo unspecified)
-6.5%	16.1	2.9	25.7%	COc1ccc(Nc2ncnc3c2cnn3Cc2ccc(C)cc2)cc1
-5.1%	-1.2	5.4	.	Cc1cc(C)cc(C(=O)N2CC(C)SC2=Nc2cccc(S(=O)(=O)N(C)C)c2)c1 (stereo unspecified)
-1.2%	32.3	7.8	-4.0%	COc1cccc(NC(=O)c2cccnc2)c1
-5.6%	21.0	2.2	5.9%	O=c1c2[nH]c3ccc(F)cc3c2ncn1CCCn1ccnc1
-0.5%	-1.5	-7.1	.	CCCCn1c(CN2CCN(C(=O)c3ccco3)CC2)nc2c1c(=O)n(C)c(=O)n2C
-4.2%	-17.7	-6.9	1.0%	COC(=O)c1cccc(S(=O)(=O)N2CCC(n3nnc4cc(F)ccc43)CC2)c1
-2.4%	?	-7.3	-2.7%	COc1nc(Nc2ccc(C(C)=O)cc2)nc(OC)n1
0.4%	-1.5	-4.0	4.1%	CCC(C)NC(=O)C1c2ccccc2C(=O)N1Cc1ccc(OC)cc1OC (stereo unspecified)
-5.7%	-21.6	-21.0	-25.6%	O=C(OC1CCOC1=O)c1ccc(-c2nc3ccccc3s2)s1 (stereo unspecified)
-7.6%	21.4	-1.0	-8.9%	COC(=O)c1ccc(Sc2nnnn2-c2ccccc2)c([N+](=O)[O-])c1
0.8%	-27.3	2.3	1.1%	COCCCNC(=O)Cn1cc2c(n1)CCCCC2
0.3%	-13.0	3.4	-6.1%	CCC(=O)N1CCc2cc(S(=O)(=O)N3CCN(c4ccccn4)CC3)ccc21
3.4%	11.8	2.9	30.4%[activator]	COc1cc(CNCCN2CCOCC2)ccc1OCc1cccc(Cl)c1
-1.0%	-7.2	.	.	COc1ccc(/C=N/NC(=O)c2nc(-c3ccccc3)n(-c3ccccc3)n2)c(O)c1
1.1%	?	2.0[1.84 µM]	17.1%[11.4 µM]	Brc1ccc(-c2cnc3n2CCCC3)cc1
7.2%	35.8	1.7	56.5%[activator]	CCc1cccc(CC)c1NC(=O)CN1CC(C)SC1=NC1CCCCC1 (stereo unspecified)
-8.2%	-18.2	?	4.4%	COc1ccc(N2CCN(C(=O)CCN3C(=O)c4ccccc4S3(=O)=O)CC2)cc1
-1.0%	-1.3	5.0	-6.7%	CCOC(=O)C1CCCN(S(=O)(=O)c2cc(Br)cc3c2N(C(=O)C2CC2)CC3)C1 (stereo unspecified)
-1.2%	.	.	5.9%	O=C1OC(=O)c2c(Br)c(Br)c(Br)c(Br)c21

Four structures from above, sorted by heavy-atom count, falling.
ALOX12 inhib	PNC inhibitor	IMPase inh	ALOX15B inhib	structure
-1.0%	-1.3	5.0	-6.7%	CCOC(=O)C1CCCN(S(=O)(=O)c2cc(Br)cc3c2N(C(=O)C2CC2)CC3)C1 (stereo unspecified)
0.3%	-13.0	3.4	-6.1%	CCC(=O)N1CCc2cc(S(=O)(=O)N3CCN(c4ccccn4)CC3)ccc21
3.4%	11.8	2.9	30.4%[activator]	COc1cc(CNCCN2CCOCC2)ccc1OCc1cccc(Cl)c1
1.1%	?	2.0[1.84 µM]	17.1%[11.4 µM]	Brc1ccc(-c2cnc3n2CCCC3)cc1

Additional compounds:
ALOX12 inhib	PNC inhibitor	IMPase inh	ALOX15B inhib	structure
-3.2%	17.5	10.1	4.8%	CCOC(=O)C1CCCN(c2c(NCCN(C)Cc3ccccc3)c(=O)c2=O)C1 (stereo unspecified)
1.1%	?	-8.5	-19.3%	COCCCNC(=O)c1cc2c(=O)n3cccc(C)c3nc2n(C(C)C)c1=N
2.1%	-27.0	-1.4	-4.7%	CCCCc1c(O)nc2n(c1=O)CCS2
3.1%	14.4	1.3	-4.3%	Cc1c(C(=O)NCC2CCCO2)sc2nc(-c3ccccc3)cn12 (stereo unspecified)
-3.1%	-16.3	6.9	-3.7%	COc1cc2c(c(O)c1OC)C(=O)C(OC)CCC2 (stereo unspecified)
3.1%	22.8	-10.9	2.2%	Cc1cccc2cc(CN(CC3CCCO3)C(=O)c3ccncc3)c(=O)[nH]c12 (stereo unspecified)
-3.3%	.	.	9.7%	CC(C)C(C)C
-1.2%	?	-7.5	-0.4%	CCC1(C)Cc2c(sc(NC(=O)CCC(=O)O)c2C#N)CO1 (stereo unspecified)
-5.6%	?	10.7	-11.9%	CCOc1ccc(C(C)=O)cc1CSc1nnc(-c2ccoc2C)n1N
-5.0%	60.5	-0.1	-6.2%	N#C/C(=C\c1ccc(Cl)cc1)c1n[nH]c(Cn2cncn2)n1
8.3%	-24.2	16.7	.	CCOC(=O)c1ccc(NC(=O)CSc2nc3cccnc3n2C)cc1
-21.0%	1.5	1.2	-18.0%	CCOC(=O)N1CCc2c(sc3c2C(=O)NC(c2ccccc2)N3)C1 (stereo unspecified)
-4.3%	?	3.9	2.1%	CCCCCOC(=O)C1[C@H]2C(=O)N(CCCOC)C[C@]23C=C[C@H]1O3 (stereo partly specified)
-2.7%	17.1	12.4	1.9%	CC(C)CN(C(=O)c1ccc(=O)n(C)n1)c1nc2ccccc2s1
-1.7%	-8.2	1.0	-11.8%	COc1ccc(-c2cn(-c3ccc(C)cc3)c(=O)n2CC(=O)Nc2ccc(OC)c(OC)c2)cc1
-4.3%	18.4	1.7	9.8%	O=C(O)c1cccc(CN2C(=O)CSC2=O)c1
-1.9%	15.3	10.1	8.6%	CCOC(=O)C1=NN(C(=O)Nc2cccc(C(F)(F)F)c2)C2C(=O)N(c3cccc(C(F)(F)F)c3)C(=O)C12 (stereo unspecified)
-16.8%&-1.8%	11.0	.	-25.5%	O=C(/C=C/c1ccc(O)cc1)c1ccc(O)cc1O
-2.0%	0.1	-3.7	-6.3%	CCSc1nnc2n(-c3ccc(OC)cc3)c(=O)c3c4c(sc3n12)CCCC4
4.6%	?	-3.4	-2.1%	O=C1/C(=C\Nc2ccc(OC(F)(F)F)cc2)CCN1c1ncccn1
-12.7%	?	0.1	-9.2%	Cc1ccccc1NS(=O)(=O)c1cc(C(=O)N2CCc3ccccc3C2)ccc1C
0.7%	40.2	9.4	.	O=C(OCC(=O)N1CCCc2ccccc21)c1cccc(S(=O)(=O)N2CCc3ccccc32)c1
-22.4%	5.3	31.9[activator]	?	Cc1cc(C)nc(Nc2ccc(N3CCCC3)cc2)n1
1.7%	20.2	?	.	Clc1ccc(C2=Nn3c(nnc3-c3cccs3)SC2)cc1
